Screens from PubChem BioAssay.
HSF-1 act: increases HSF-1 driven luciferase reporter signal; NIH3T3-HGL HSF-1 luciferase reporter, MG132, 8 h; 100% = twice DMSO control signal; activation, % at 9 µM; hit rate 1.7% among 300,000; AID 504408;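 active = mean replicate activation of at least 50% with a set share of replicates each reaching 50%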;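 note: 0% = median of the neutral control wells and 100% = twice that signal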
HSP90 refold inh: inhibitors of HSP90 luciferase refolding in rabbit reticulocyte lysate | hit rate 0.91% among 290,000 | inhibition, % at 5.6 µM | luciferase refolding luminescence, 3 h;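 active = inhibition above the screen-wide mean plus 3 SD, computed separately per campaign, cut at about 16% in these data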;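 note: 0% = DMSO wells and 100% = 60 µM geldanamycin wells; inhibitors lower the luminescence because luciferase stays unfolded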
aSyn 5UTR inh: MLPCN primary screen, SNCA 5' untranslated region | alpha-synuclein 5'UTR reporter, inhibitor activity | inhibition, % (tested at 7.5 µM) | hit rate 0.82% among 300,000; in the data active = inhibition above about 60%;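 note: H4 neuroglioblastoma cells stably carrying SNCA 5'UTR luciferase fusion; 0% = DMSO wells and 100% = positive control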
IEC-6 tox: counter-screen for KLF5 inhibitors: cytotoxicity in IEC-6 cells; IEC-6 cytotoxicity, luminescence viability; inhibition, % at 5 µM; hit rate 0.78% among 290,000; AID 1825; in the data active = inhibition above about 22%;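 note: 0% = plate median of test compound wells and 100% = cytotoxic reference compound wells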
HSF1 inh: HSF1 inhibition. AID 2098. activity change, negative = inhibition, % at 7.5 µM (by protocol). hit rate 0.77% among 300,000. NIH3T3-HGL HSE-luciferase, MG132-induced, luminescence 8 h; active compounds read low;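 active = more than half of replicate wells show activity change below -50%, luminescence cut by over half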;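 note: luciferase reports HSF-1 transcriptional activity via heat shock element; 0% = median of DMSO wells and -100% = zero luminescence signal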
GSK3B inh: inhibitors of human GSK3beta kinase; hit rate 0.038% among 300,000; P49841; activity score (negative = inhibition), % at 10 µM; GST-GSK3beta kinase, ADP-Glo luminescence, 60 min; active compounds read low; AID 2097;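 active = more than half of replicate wells score below -50%, meaning over 50% inhibition versus plate controls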;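 note: 0% = median DMSO wells and -100% = median GW8510 positive control wells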
Target sequence (P49841 whole entry, looked up): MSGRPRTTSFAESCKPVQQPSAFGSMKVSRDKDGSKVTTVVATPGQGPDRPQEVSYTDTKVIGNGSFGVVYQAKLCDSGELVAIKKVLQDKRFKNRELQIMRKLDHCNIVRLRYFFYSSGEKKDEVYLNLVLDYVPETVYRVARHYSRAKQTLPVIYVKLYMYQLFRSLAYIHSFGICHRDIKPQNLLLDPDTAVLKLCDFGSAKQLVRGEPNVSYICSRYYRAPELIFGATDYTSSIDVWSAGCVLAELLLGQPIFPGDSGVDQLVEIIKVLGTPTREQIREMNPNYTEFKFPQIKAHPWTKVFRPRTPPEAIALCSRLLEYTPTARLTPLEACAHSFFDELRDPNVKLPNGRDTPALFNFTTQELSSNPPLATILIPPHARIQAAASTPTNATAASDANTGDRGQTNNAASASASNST
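Assay system: GST-tagged human GSK3beta kinase, cell-free; Input: 1.6 ng GSK3beta; Medium: Tris/MgCl2 kinase buffer; Timing: 60 min enzyme reaction, room temperature; Signal: ADP-Glo luminescence quantifying ADP generated by kinase; Evaluation: score relative to plate controls; Benchmarks: DMSO neutral wells and GW8510 at 20 µM as positive.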
Dyrk1A ADPGlo: inhibitors of rat Dyrk1A kinase; hit rate 0.43% among 310,000; ADP-Glo luminescence, NFATc1 peptide; inhibition, % at 12.5 µM; in the data active = inhibition above about 50%;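 note: plate controls were vehicle with enzyme for no effect and no enzyme for full effect; many of its hits are not listed in these tables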
KLF5 inhibitor: kruppel-like factor 5 inhibition; DLD-1 KLF5 promoter-luciferase reporter, luminescence; inhibition, % at 5 µM; hit rate 0.23% among 290,000;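 active = inhibition above a per-plate limit of that plate's mean compound inhibition plus 3 SD, cut at about 60% in these data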;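 note: 0% = DMSO wells and 100% = LY294002 at 200 µM; higher means less KLF5 promoter-driven luciferase light; inactives centre near -14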
GSK3 alpha inh: human GSK-3 alpha kinase inhibition | ADP-Glo luminescence, 60 min | P49840 | inhibition, % at 10 µM | hit rate 0.1% among 320,000 | AID 2650;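 in the data active = inhibition above about 50%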;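 note: GST-tagged GSK-3 alpha with peptide substrate and 25 µM ATP; 0% = DMSO neutral wells and 100% = GW8510 positive control wells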
Target sequence (P49840 whole entry, looked up): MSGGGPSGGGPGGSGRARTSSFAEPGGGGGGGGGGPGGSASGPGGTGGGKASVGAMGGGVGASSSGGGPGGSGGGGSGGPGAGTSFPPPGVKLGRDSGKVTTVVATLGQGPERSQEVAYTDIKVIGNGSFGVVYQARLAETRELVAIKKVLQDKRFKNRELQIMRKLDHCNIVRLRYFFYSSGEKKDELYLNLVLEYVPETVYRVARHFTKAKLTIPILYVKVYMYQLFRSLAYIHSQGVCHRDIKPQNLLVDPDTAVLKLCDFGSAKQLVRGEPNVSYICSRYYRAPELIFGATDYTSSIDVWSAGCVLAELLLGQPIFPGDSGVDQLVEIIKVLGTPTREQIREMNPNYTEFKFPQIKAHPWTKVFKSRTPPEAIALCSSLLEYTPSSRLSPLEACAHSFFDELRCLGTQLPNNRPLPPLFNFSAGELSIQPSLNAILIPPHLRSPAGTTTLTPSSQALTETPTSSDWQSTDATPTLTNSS
Platelet DG rel: modulates dense granule release in human platelets | human platelet-rich plasma, SFLLRN dense granule ATP release, luminescence | inhibition, %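 (compounds screened at 7.5 µM in platelet-rich plasma)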 | hit rate 0.22% among 300,000 | AID 1663;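 active = mean replicate score, as percent of positive control, at or above 50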
Active calls of the source: *; . = no result given. Only part of the results is shown, so the mix of outcomes need not match the whole.

SMILES	HSF-1 act	HSP90 refold inh	aSyn 5UTR inh	IEC-6 tox	HSF1 inh	GSK3B inh	Dyrk1A ADPGlo	KLF5 inhibitor	GSK3 alpha inh	Platelet DG rel
CCOc1ccc(NS(=O)(=O)c2ccc3[nH]cc(C(=O)N(CC)CC)c(=O)c3c2)cc1	.	1	.	-6	.	.	-4	-26	0	.
COCCCNc1nc2c(-c3cccc(C(F)(F)F)c3)nnn2c2ccccc12	6	-1	-19	5	0	-2	-1	-1	0	0
COc1ccc(N(CC(=O)Nc2nc3ccc(C)cc3s2)S(=O)(=O)c2c(C)nn(C)c2C)cc1	-3	4	26	-2	3	3	26	8	-1	-1
CC(C)C1(CCNC(=O)c2cccs2)CCOC(C)(C)C1 (stereo unspecified)	-19	-4	-5	-3	-2	0	9	-14	-2	-3
O=C(N/N=C/c1ccc(OC(=O)c2cccs2)cc1)c1ccc(F)cc1	27	-4	-28	0	4	4	0	-26	-4	5
COCCNC(=O)C(c1ccccc1)N(Cc1cccs1)C(=O)Cn1nnc2ccccc21 (stereo unspecified)	-11	-2	-19	1	1	-2	7	-20	-3	6
Cc1ccc(NC(=O)CCC(=O)NCCO)cc1	3	-2	-7	-2	-4	-1	2	-13	-5	-2
Cc1ccc(OCCNC(=O)CCNS(=O)(=O)c2ccc(C)cc2)cc1	-17	.	5	.	-3	4	1	.	-2	-2
Cc1oc(-c2ccccc2)cc1C(=O)NC1CCN(Cc2ccccc2)CC1	0	5	24	-6	1	-5	.	-27	0	5
Cc1noc(C)c1CSc1nnnn1-c1ccc(Cl)cc1	-10	3	-15	-1	7	2	-2	-27	-2	-13
COCCNc1nc(NCc2ccccc2)c2cnn(C)c2n1	-16	-3	-1	-5	1	2	3	-11	-2	-8
COc1ccc(NC(=O)/C(C#N)=C/c2ccc(-c3ccc(Cl)c(C(=O)O)c3)o2)cc1	-2	-3	25	6	-4	-1	32	-31	-2	0
CC(C)CSc1nc2ccccc2n1CC(N)=O	-3	6	-29	2	-2	1	1	-8	2	-5
COCCCNC(=O)c1ccccc1N(Cc1ccccc1)S(=O)(=O)c1ccc(OC)cc1	1	-4	3	1	4	1	4	-12	-2	6
CN1CCc2c(C#N)c(N3CCOCC3)nc(NCC3CCCO3)c2C1 (stereo unspecified)	-4	-1	-14	2	-5	-1	.	-2	3	2
COc1nc(C#N)nc(N(C)C)n1	2	-1	1	-1	-6	3	-4	-13	-1	-4
CC(=O)c1ccc(S(=O)(=O)NCc2ccc(C(=O)NCC(c3ccccc3)N(C)C)cc2)cc1 (stereo unspecified)	19	1	-25	-6	-5	2	1	-26	-2	-14
Cc1cc(NC(=O)C(C)SCC(=O)OC(C)C(=O)Nc2cccc(C#N)c2)no1 (stereo unspecified)	5	.	-7	.	0	0	-2	.	-3	-2
COc1ccc(OC)c(-c2csc(NC(=O)Cc3cc(OC)c(OC)c(OC)c3)n2)c1	6	-7	-20	-5	4	5	2	-1	-2	8
COC(=O)c1ccn(Cc2ccccc2Cl)n1	11	-3	-106	0	2	1	.	-91	.	7
CCN(CC)CCCNC1CCS(=O)(=O)C1 (stereo unspecified)	-2	-2	2	6	-4	0	0	-18	-3	-7
COc1ccc(Nc2nnc(-c3ccc(C(N)=O)cc3)c3ccccc23)cc1	26	2	14	3	-2	1	-1	1	8	7
COc1ccc(Cn2c(C)nc3c(c(=O)c4ccccc4n3C)c2=O)cc1	5	2	25	-4	0	-3	6	17	1	-4
COc1ccc(N2C(=O)CSC2c2cccc(F)c2)cc1 (stereo unspecified)	-14	-6	0	-2	0	0	0	-34	-2	-3
Cn1c(=O)c2c(n(Cc3ccccc3)c1=O)NC(=O)C2CC(=O)O (stereo unspecified)	21	0	17	-6	-2	5	3	-3	-4	1
Additional results follow.
SMILES	HSF-1 act	HSP90 refold inh	aSyn 5UTR inh	IEC-6 tox	HSF1 inh	GSK3B inh	Dyrk1A ADPGlo	KLF5 inhibitor	GSK3 alpha inh	Platelet DG rel
CCOc1ccc2ccc(OCC)c(/C=N/n3cnnc3)c2c1	3	4	-19	1	7	-4	18	-45	2	0
COCCNC(=O)CSc1ccc(C)cc1	-1	-2	-8	-6	-11	-1	-6	-19	1	4
O=C(COC(=O)c1ccccc1[N+](=O)[O-])NC(=O)c1ccccc1	-15	.	-12	.	-3	-5	-7	.	0	17
O=C(Nc1ccc2c(c1)OCO2)C1CCN(c2ccc(S(=O)(=O)N3CCOCC3)cc2)CC1	4	1	27	-1	0	2	4	-22	0	3
COc1ccc(C)cc1C1=Nc2ccccc2C1(C)C	38	4	-15	0	17	2	-2	-28	-1	-6
CC1CC(C)CN(CCCNC(=O)CN2C(=O)COc3ccc(S(=O)(=O)N4CCOCC4)cc32)C1 (stereo unspecified)	1	-7	-6	-5	-3	0	0	-23	-3	2
NS(=O)(=O)c1ccc2nc(NC(=O)Nc3ccc(F)cc3)sc2c1	0	2	-98	4	13	1	9	-71	0	-5
N#Cc1cccc(NC(=O)CCNC(=O)c2ccccc2Cl)c1	-10	3	2	1	-4	1	-2	-51	-2	11
Cc1ccccc1NC(=O)C(=Cc1ccc(C(=O)O)cc1)C(=O)Nc1ccccc1C	146*	5	39	0	85	2	-6	-3	.	7
COc1ccc2c(c1)Cc1sc(NC(=O)c3ccccc3)nc1-2	26	18*	-223	0	22	1	-2	0	9	1
Cn1c(=O)oc2cc(S(=O)(=O)NCc3cccnc3)ccc21	-32	3	-11	5	-8	-6	-6	-21	-2	3
O=S(=O)(Nc1ccc(-c2ccc3nncn3n2)cc1)c1ccc(Cl)s1	-12	.	29	.	3	-1	-8	.	1	-8
CC(C)Oc1cc(NC(=O)CS(=O)CC(=O)Nc2cccc(C(F)(F)F)c2)c(Cl)cc1Cl (stereo unspecified)	14	2	5	6	13	-3	0	-8	0	-13
CCC(C)N(C(=O)Cn1c(=O)cnc2ccccc21)C1CCS(=O)(=O)C1 (stereo unspecified)	-7	.	0	.	-6	5	0	.	-3	18
CC(C)NC(=O)NNC(=O)c1nn(-c2ccc(F)cc2)ccc1=O	-4	3	0	-2	-1	-3	3	-12	3	-4
COc1cccc(C2CC(c3cccs3)=NN2S(C)(=O)=O)c1 (stereo unspecified)	9	-1	-40	6	2	1	-4	-12	-2	7
CC(NC(=O)c1ccccc1SCC(=O)N1CCCC1)c1ccc(F)cc1 (stereo unspecified)	9	1	-13	-7	4	2	2	-19	-1	17
O=C(CSc1nnnn1C1CCCC1)Nc1ccc2c(c1)OCO2	-7	-1	-3	2	-5	3	-2	-4	0	1
O=c1c2cc(Cl)ccc2[nH]c(=S)n1Cc1cccs1	7	-5	19	8	-3	5	10	12	0	-4
CCOC(=O)N1CCN(C(=O)CSCc2ccc(Br)cc2)CC1	13	9	-16	1	16	3	-11	-14	-6	4
COc1ccc(/C=N/NC(=S)Nc2ccccc2)cc1COc1cccc(C)c1C	10	-1	5	4	4	2	-3	-26	-1	6
COc1ccccc1-n1c(SCC(=O)N2CCCC2)nnc1-c1ccccc1	7	2	-14	3	-2	-2	-10	-16	-2	0
COc1ccc(C2C(C(=O)O)CCC(=O)N2c2ccc(C)cc2)cc1OC (stereo unspecified)	-7	2	-10	-4	2	4	-4	-13	-2	-6
Cn1cnnc1SCC(=O)Nc1sccc1C#N	-1	3	2	2	-6	6	1	-18	-3	-8
OC1CCCN(c2c3c(nc4cc(-c5cccc(F)c5)nn24)CCCC3)C1 (stereo unspecified)	31	2	-99	-1	9	0	9	-110	-3	7
Next section.
SMILES	HSF-1 act	HSP90 refold inh	aSyn 5UTR inh	IEC-6 tox	HSF1 inh	GSK3B inh	Dyrk1A ADPGlo	KLF5 inhibitor	GSK3 alpha inh	Platelet DG rel
CC(=O)Nc1ccc(OCC(O)Cn2c3ccccc3c3ccccc32)c(C)c1 (stereo unspecified)	23	-4	19	-2	4	2	.	-14	-3	3
CC(=O)N(C(C)=O)c1nc(-c2ccccc2)cn1/N=C/c1ccccc1	1	3	-10	-2	-10	-2	.	-6	-2	-15
COc1ccc(NC(=O)CN(C)C(=O)c2cc(-c3ccc(C)o3)nc3ccccc23)cc1	20	.	-6	.	5	0	19	.	1	6
O=C(Nc1cccc(Cl)c1)N1CCN(c2ncccn2)CC1	0	-1	-23	-2	14	0	1	-1	-12	2
CC(C)c1nnc(NC(=O)CS(=O)(=O)c2ccccc2)s1	-4	-5	12	4	7	2	7	-22	-3	1
Cc1ccc(S(=O)(=O)Cc2ccc(C(=O)N3CCCCCC3)o2)cc1	-7	-1	8	1	-2	2	-6	-27	0	-1
CCN(c1ccccc1)S(=O)(=O)c1ccc(OC)c(NC(=O)CNCC(C)O)c1 (stereo unspecified)	2	-2	20	-4	-2	4	-4	-12	2	-1

Entries from the list above containing a thiophene ring, fused or not:
SMILES	HSF-1 act	HSP90 refold inh	aSyn 5UTR inh	IEC-6 tox	HSF1 inh	GSK3B inh	Dyrk1A ADPGlo	KLF5 inhibitor	GSK3 alpha inh	Platelet DG rel
CC(C)C1(CCNC(=O)c2cccs2)CCOC(C)(C)C1 (stereo unspecified)	-19	-4	-5	-3	-2	0	9	-14	-2	-3
O=C(N/N=C/c1ccc(OC(=O)c2cccs2)cc1)c1ccc(F)cc1	27	-4	-28	0	4	4	0	-26	-4	5
COCCNC(=O)C(c1ccccc1)N(Cc1cccs1)C(=O)Cn1nnc2ccccc21 (stereo unspecified)	-11	-2	-19	1	1	-2	7	-20	-3	6
O=S(=O)(Nc1ccc(-c2ccc3nncn3n2)cc1)c1ccc(Cl)s1	-12	.	29	.	3	-1	-8	.	1	-8
COc1cccc(C2CC(c3cccs3)=NN2S(C)(=O)=O)c1 (stereo unspecified)	9	-1	-40	6	2	1	-4	-12	-2	7
O=c1c2cc(Cl)ccc2[nH]c(=S)n1Cc1cccs1	7	-5	19	8	-3	5	10	12	0	-4
Cn1cnnc1SCC(=O)Nc1sccc1C#N	-1	3	2	2	-6	6	1	-18	-3	-8

A section of the results above, as a working copy:
SMILES	HSF-1 act	HSP90 refold inh	aSyn 5UTR inh	IEC-6 tox	HSF1 inh	GSK3B inh	Dyrk1A ADPGlo	KLF5 inhibitor	GSK3 alpha inh	Platelet DG rel
CC(=O)Nc1ccc(OCC(O)Cn2c3ccccc3c3ccccc32)c(C)c1 (stereo unspecified)	23	-4	19	-2	4	2	.	-14	-3	3
CC(=O)N(C(C)=O)c1nc(-c2ccccc2)cn1/N=C/c1ccccc1	1	3	-10	-2	-10	-2	.	-6	-2	-15
